Screens: PubChem BioAssay, The Scripps Research Institute Molecular Screening Center
IDE act: human IDE activators in live cells, primary screen, fluorescence polarization, HEK cells, FAbeta-B substrate. Insulin-degrading enzyme (Homo sapiens), P14735. FAbeta-B cleavage; 0% vehicle, 100% cell-free pure enzyme wells. activation, % at 5.96 µM. actives 0.073% (n = 340,000). AID 493087, 2011;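 active means activation above the mean of all tested compounds plus 3 SD, set per screening campaign, cut at about 17% in these data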
Target sequence (P14735 whole entry, looked up): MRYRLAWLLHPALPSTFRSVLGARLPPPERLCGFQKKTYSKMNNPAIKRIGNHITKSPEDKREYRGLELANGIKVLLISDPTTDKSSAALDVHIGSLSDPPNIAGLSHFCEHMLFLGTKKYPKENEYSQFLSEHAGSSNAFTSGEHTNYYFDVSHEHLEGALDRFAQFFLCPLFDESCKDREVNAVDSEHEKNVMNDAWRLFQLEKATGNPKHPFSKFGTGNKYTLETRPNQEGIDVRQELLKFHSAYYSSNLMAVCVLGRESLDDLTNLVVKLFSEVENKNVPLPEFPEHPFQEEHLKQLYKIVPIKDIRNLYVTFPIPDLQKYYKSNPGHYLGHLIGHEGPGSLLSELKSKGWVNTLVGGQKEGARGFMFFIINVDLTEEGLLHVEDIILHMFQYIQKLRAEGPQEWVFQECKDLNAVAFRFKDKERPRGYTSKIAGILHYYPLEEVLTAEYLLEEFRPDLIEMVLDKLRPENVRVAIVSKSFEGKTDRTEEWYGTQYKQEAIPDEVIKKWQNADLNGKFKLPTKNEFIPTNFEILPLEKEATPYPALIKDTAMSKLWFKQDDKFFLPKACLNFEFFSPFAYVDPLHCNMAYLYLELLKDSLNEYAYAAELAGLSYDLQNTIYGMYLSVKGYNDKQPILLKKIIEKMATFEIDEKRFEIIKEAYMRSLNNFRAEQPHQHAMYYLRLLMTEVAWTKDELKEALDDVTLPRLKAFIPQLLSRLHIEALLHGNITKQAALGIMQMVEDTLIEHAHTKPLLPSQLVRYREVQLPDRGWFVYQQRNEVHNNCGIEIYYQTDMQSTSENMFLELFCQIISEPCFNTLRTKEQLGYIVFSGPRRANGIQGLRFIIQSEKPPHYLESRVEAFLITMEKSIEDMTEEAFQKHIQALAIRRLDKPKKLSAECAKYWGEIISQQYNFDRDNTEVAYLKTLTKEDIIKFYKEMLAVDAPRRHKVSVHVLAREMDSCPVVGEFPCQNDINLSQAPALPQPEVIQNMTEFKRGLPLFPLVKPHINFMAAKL
Numbers without * were called inactive. Some of the compounds tested; rates above refer to the full screens.

SMILES | IDE act
CC(C)(C)OC(=O)COc1cc(F)ccc1[N+](=O)[O-] | 3.5
CCN(CC(=O)Nc1c(F)cccc1F)C(=O)/C=C/c1ccc(S(=O)(=O)N2CCCCCC2)cc1 | 3.0
CCN(CC(=O)NCc1cccs1)C(=O)c1ccc(NS(=O)(=O)c2cccc([N+](=O)[O-])c2)cc1 | -0.4
Cc1ccc(-c2noc(Cn3cc(S(=O)(=O)N4CCCC4)ccc3=O)n2)cc1 | 1.2
CCOC(=O)c1nn(-c2ccc(F)cc2)c(=O)cc1OCC(=O)Nc1ccc(OCC)cc1 | 2.2
CC(=O)Nc1cccc(NC(=O)CSc2nc3c(=O)n(C)c(=O)n(C)c3n2C)c1 | 8.8
O=C(Nc1ccc(F)c(Cl)c1)C1CC2CCC1C2 (configuration not stated) | 0.2
CCOc1cc(-c2sc(Nc3ccc(CC)cc3)n[n+]2-c2ccccc2)ccc1OC | 2.9
CC(C)(C)S(=O)N1Cc2cc(=O)n(Cc3ccccc3)cc2[C@@H]1CCO (some centres not stated) | 0.6
Cc1ccnc2nc(C(=O)OCC(=O)N(Cc3ccccc3)C(C)C)nn12 | -0.5
COc1ccc(C(CNC(=O)c2cccc(S(=O)(=O)N3CCOCC3)c2)N2CCCC2)cc1 (configuration not stated) | 1.9
O=C(NNC(=O)c1cc(-c2ccccc2)nc2ccccc12)c1csc(N2CCOCC2)n1 | 7.4
Cc1ccnc2nc(C(=O)OCC(=O)c3ccc(NC(=O)CC(C)C)cc3)nn12 | 3.9
O=C1c2ccc(Cl)cc2S(=O)(=O)c2cccc(C(=O)N3CCN(c4ncc(Br)cn4)CC3)c21 | -1.3
CCCCN1CCNC[C@@H]1c1ccccc1 | 2.4
CC(C)Cn1cnc2c(SCCc3ccccc3)nc(N)nc21 | -0.3
CNC[C@@H]1Oc2ccc(NC(=O)Nc3ccccc3)cc2C(=O)N([C@@H](C)CO)C[C@H]1C | -1.2
CC(C)(C)OC(=O)C[C@H]1C/C=C\C[C@@H](CC(=O)NCCO)C(=O)NC[C@H](c2ccccc2)OC1=O | -3.3
COc1cccc2c1C(=O)c1c(O)c3c(c(O)c1C2=O)C[C@@](O)(C(=O)CO)C[C@@H]3OC1CC(N)C(O)C(C)O1 (some centres not stated) | -3.8
O=C(NCC(=O)N1CCCCCCC1)c1ccco1 | 2.1
CC(NC(=O)C(C)N1CCN(S(=O)(=O)c2ccccc2)CC1)c1ccccc1 (configuration not stated) | 0.3
CC/C=C(/NC(C)=O)c1ccccc1 | -3.7
Cc1ccc(C(=O)OCc2cc(=O)n3ccsc3n2)s1 | -1.4
CC(C)CC1NC(=O)N(CC(=O)N(C)C2CCCCC2)C1=O (configuration not stated) | 4.2
COc1ccc(NC(=O)Nc2ccc3c(c2)CC(=O)N([C@H](C)CO)C[C@H](C)[C@H](CN(C)Cc2ccc(C(=O)O)cc2)O3)cc1 | -0.5
CCCCn1c(N)c(N(Cc2ccccc2)C(=O)COc2ccccc2F)c(=O)[nH]c1=O | 5.5
CC(C)(C)NC(=O)C(c1ccc(-c2ccccc2)cc1)N(C[C@H]1CC[C@@H]([C@@H]2CC[C@H](CO)O2)O1)C(=O)c1ccc(C(C)(C)C)cc1 (some centres not stated) | -1.4
COc1ccccc1C(=O)NCCC(=O)NCc1cccs1 | 1.9
COc1ccc(C(=O)OCC(=O)NC(=O)Nc2ccccc2F)c(OC)c1 | 0.8
Cc1cccnc1NC(=O)c1ccc2c(c1)OCO2 | 4.0
O=C(COC(=O)COc1ccccc1F)NCCc1ccc(F)cc1 | 1.7
O=C(CN1C(=O)NC2(CCCCC2)C1=O)NCC(=O)Nc1ccc(F)c(F)c1 | 2.5
COc1ccc(-c2c(-c3cc(OC)cc(OC)c3)sc3ccc(OC)cc23)cc1 | 5.8
COc1cc(C(=O)NNC(=O)CN2C(=O)NC(C)(c3ccc(C)cc3)C2=O)cc(OC)c1OC (configuration not stated) | 3.8
CCN(CC)S(=O)(=O)c1ccc(N2CCCC2)c(NC(=O)c2ccc([N+](=O)[O-])o2)c1 | 6.3
CC(=O)N1c2ccc(C)cc2Sc2c1ccc1ccccc21 | 3.7
COc1ccc(NC(C)=O)cc1S(=O)(=O)N1CCN(Cc2cccs2)CC1 | -1.6
Cc1ccc(OCC(=O)N(C)CC(=O)N(CC(C)C)c2c(N)n(CC(C)C)c(=O)[nH]c2=O)c(C)c1 | 1.6
CN(C(=O)COC(=O)COc1ccccc1Cc1ccccc1)c1ccccc1 | 7.0
Cc1ccc2c(c1)C1C[N+](C)(CC(=O)c3ccccc3)CCC1N2C(=O)c1ccccc1Cl (configuration not stated) | 6.8
COc1ccc(-c2oc(=O)c3cc(OC)c(OC)cc3c2/C=C/c2ccc(OC(C)=O)cc2)cc1 | -3.9
CCOC(=O)C1CCCCN1C(=O)c1cc2ccc(OC)cc2c2cc(OC)c(OC)cc12 (configuration not stated) | 7.9
CCOc1ccc(NS(=O)(=O)c2cc(C(=O)NCCCN3CCCC3=O)ccc2C)cc1 | 1.8
O=C1c2ccccc2[C@@H]2C[C@H](NC34CC5CC(CC(C5)C3)C4)[C@@H](O)CCN12 | -0.7
O=C(CNS(=O)(=O)c1ccccc1)OCC(=O)c1c[nH]c2ccccc12 | 1.6
O=C(COC(=O)c1nc(Cl)ccc1Cl)NC1CCCCCC1 | -2.6
CCCCNC(=O)N(O)C1N(/N=C/c2ccco2)C(=S)SC1(C)C (configuration not stated) | -2.1
O=C(NCc1ccc(F)cc1)c1cccc2c1C(=O)c1ccc(N3CCOCC3)cc1S2(=O)=O | 2.5
COCCCNC(=O)CC1C[C@H](C(=O)N(C(C)C)C(C)C)[C@@]2(C)c3[nH]c4ccccc4c3CCN2C1=O (some centres not stated) | -2.1
COc1ccc(C(=O)OCC(=O)c2ccc(Br)s2)c(OC)c1 | 2.5
CC1(NC(=O)c2cccc(S(=O)(=O)N3CCN(c4ccc(F)cc4)CC3)c2)CCS(=O)(=O)C1 (configuration not stated) | 2.3
CC(C)C(NC(=O)c1c(F)cccc1F)C(=O)N1CCN(c2ncccn2)CC1 (configuration not stated) | 1.6
Cc1cc(C(=O)NNCc2ccccc2)no1 | -2.1
Cc1c2n(c3ccccc13)CCN(C)C2 | 0.6
COc1ccccc1CCNC(=O)c1ccc(NC(=O)CC2SC(N3CCCCC3)=NC2=O)cc1 (configuration not stated) | 0.8
CC(C)NC(=O)Nc1cccc2c1O[C@H](CN(C)S(C)(=O)=O)[C@@H](C)CN([C@H](C)CO)C2=O | 3.5
COc1ccc(-c2nn(-c3ccccc3)cc2C(=O)NC2CCC(C)CC2)cc1 (configuration not stated) | 3.5
O=C(c1cc(F)c(F)c(F)c1F)N1CCN(C(=O)C2CCCO2)CC1 (configuration not stated) | -6.0
Cc1ccc(S(=O)(=O)N2CCCC2CNC(=O)C(=O)Nc2ccc(F)cc2)cc1 (configuration not stated) | -1.9
CN(CC(=O)Nc1cc(S(=O)(=O)N2CCCCCC2)ccc1Cl)Cc1ccc2c(c1)OCO2 | 2.3

2 entries from above, reformatted.
structure: Cc1cc(C(=O)NNCc2ccccc2)no1
- IDE act: -2.1
structure: Cc1c2n(c3ccccc13)CCN(C)C2
- IDE act: 0.6

Additional results
SMILES | IDE act
COC(=O)[C@]1(Cc2ccccc2)N[C@H](CN(C)C(=O)Nc2ccc(F)cc2)[C@@H]2C(=O)N(Cc3ccccc3)C(=O)[C@@H]21 | 2.3
CC(OC(=O)CCN=C1NS(=O)(=O)c2ccccc21)C(=O)Nc1ccc(F)cc1Cl (configuration not stated) | 0.4
CCCCN(C(=O)CC1CCCCC1)c1c(N)n(CC(C)C)c(=O)[nH]c1=O | 3.1
O=C(C[C@H]1C/C=C\CC[C@H](Cc2ccc(F)cc2)C(=O)OC[C@H]2CCCN2C1=O)N[C@H](CO)Cc1ccccc1 | 0.5
CCC1CCC/C1=N\NC(=O)c1ccccc1C (configuration not stated) | 7.8
CCOC(=O)c1ccc(S(=O)(=O)N2CCN(CCc3ccncc3)CC2)cc1 | 7.6
CC(=O)Nc1cc(C)ns1 | -1.5
COc1ccc(Br)cc1CN(C)C(=O)Cc1ccc(S(=O)(=O)N2CCOCC2)s1 | -3.0
O=C(CN1CCN(c2ccc(O)cc2)CC1)NCC(=O)Nc1ccc(F)c(F)c1F | -0.9
Cc1n[nH]c(=O)c2c(NC(=O)CSc3nnnn3-c3ccccc3)oc(C)c12 | 3.3
O=C(Nc1ccncc1)c1cccc(S(=O)(=O)N2CCOCC2)c1 | 2.6
Cc1cccc(NC(=O)CSc2nc(=O)n(CCN3CCOCC3)c3c2CCCC3)c1C | -1.9
CCCCCCSc1cccc(-c2nc3ccc(C)cn3c2NCc2ccccc2)c1 | 2.9
O=C(CCNS(=O)(=O)c1cccs1)N1CCN(c2cccc(C(F)(F)F)c2)CC1 | 3.4
COc1ccc(CNC(=O)C(=O)NCCC2CCCCN2S(=O)(=O)c2cccs2)cc1 (configuration not stated) | -0.7
Cc1ccc(C(=O)COC(=O)c2ccc(Cl)c(N)c2)s1 | -5.9
CCOCc1c(C(=O)N2CCN(Cc3ccc(Br)s3)CC2)oc2ccccc12 | 7.3
CCN(CC)c1ccc(S(=O)(=O)N2CCOCC2)cc1NC(=O)COC(=O)/C=C/c1ccc(C)o1 | 1.0
CC(C)CN(C(=O)/C=C/c1nc2ccccc2s1)C1CCS(=O)(=O)C1 (configuration not stated) | 4.0
Cc1ccc(SCCC(=O)N2CCN(S(=O)(=O)c3ccccc3)CC2)cc1 | 0.3
CC1CCc2c(ccc3ccccc23)C1=O (configuration not stated) | 3.9
CCN(CC)CCn1c2c(c(SCC(=O)Nc3nc(C)cs3)nc1=O)CCC2 | 2.8
COCCC(C(=O)Oc1c(C(C)(C)C)cc(C)cc1C(C)(C)C)c1ccccc1 (configuration not stated) | -5.7
CN(CC(=O)Nc1cccc(F)c1)C(=O)c1cn(-c2ccccc2)nc1-c1ccc(Cl)cc1 | 0.2
COc1ccc(C(=O)NCCS(=O)(=O)N2CCOCC2)cc1 | 4.5
CCN(C[C@H]1N[C@@](Cc2ccccc2)(C(=O)OC)[C@H]2C(=O)N(Cc3ccccc3)C(=O)[C@@H]12)S(=O)(=O)c1ccc(C(F)(F)F)cc1 | 2.0
Cn1c(CC(=O)NNC(=O)c2ccc(Cl)nc2)nc2ccccc21 | 2.5
COC(=O)C1CC(O)CN1S(=O)(=O)c1ccc2ccccc2c1 (configuration not stated) | 6.0
CCCc1cc(=O)[nH]c2nnc(SCC(=O)Nc3ccc(C(C)=O)cc3)n12 | -0.8
CN(C)C(=O)CCc1ccc2c3c([nH]c2c1)[C@]1(CCc2ccccc2)[C@@H](C(=O)N2CCCCC2)C[C@H](CC(=O)NCCc2ccccn2)C(=O)N1CC3 | 1.6
COc1ccc(Cl)cc1NC(=O)CN(C)CC(=O)NCc1ccc(F)cc1 | -1.7
O=C(Nc1ccccc1)OCCN1CCOCC1 | 2.6
CC(OC(=O)c1cccc(-n2cnnn2)c1)C(=O)Nc1ccc(N(C)C)cc1 (configuration not stated) | 1.5
CN(CC(=O)Nc1cccc(F)c1)C(=O)CN1c2cccc3cccc(c23)S1(=O)=O | 4.3
CN1CC(=O)N(CC(=O)Nc2ccc(N3CCOCC3)cc2)C1=O | 3.9
O=C(O)C1CCCCC1C(=O)Nc1ccc(S(=O)(=O)N2CCOCC2)cc1 (configuration not stated) | 5.4
COCCN(C(=O)CSc1ncn[nH]1)c1c(N)n(Cc2ccccc2)c(=O)[nH]c1=O | 1.6
CCOc1cc(C(=O)N(C)CC(=O)Nc2cccc3ccccc23)ccc1OC | 3.8
COc1ccc(NS(=O)(=O)c2cccc(C(=O)NNC(=O)c3ccc(Br)o3)c2)cc1 | -0.8
CCCCCCSc1cccc(-c2nc3ccc(Cl)cn3c2NCc2ccccc2)c1 | 6.2
Cc1cccc(NS(=O)(=O)c2cccc(C(=O)N3CCCCCC3)c2)c1 | 6.6
COc1ccc(CNC(=O)C[C@H]2C[C@H](C(=O)N3CCOCC3)[C@@]3(C)c4[nH]c5cc(-c6ccco6)ccc5c4CCN3C2=O)cc1OC | 4.9
CO[C@@]1(NC(=O)C2SC(=C(C(N)=O)C(=O)O)S2)C(=O)N2C(C(=O)O)=C(CSc3nnnn3C)CS[C@@H]21 (some centres not stated) | 6.1
Cc1c(NS(=O)(=O)c2cccc(C(=O)N3CCCC3)c2)c(=O)n(-c2ccccc2)n1C | 5.3
COc1ccccc1C(=O)N(C)CC(=O)Nc1ccc(N2CCOCC2)cc1 | 5.0
CCOc1ccc(NC(=O)COC(=O)c2ccc(S(=O)(=O)N3CCOCC3)cc2)cc1 | -0.1
COc1ccc(NC(=O)c2ccc(S(=O)(=O)N3CCCC3)cc2)cc1OC | 2.2
CCN1C(=O)CC(c2ccccc2)N(C2CCCC2)c2nc(Nc3ccc(C(=O)NC4CCN(C)CC4)cc3OC)ncc21 (configuration not stated) | -22.7
O=C(c1cccc(S(=O)(=O)N2CCOCC2)c1)N(Cc1ccco1)Cc1cccs1 | -1.7

Of the compounds above, these have a thiophene ring, fused or not.
SMILES | IDE act
CCN(CC(=O)NCc1cccs1)C(=O)c1ccc(NS(=O)(=O)c2cccc([N+](=O)[O-])c2)cc1 | -0.4
Cc1ccc(C(=O)OCc2cc(=O)n3ccsc3n2)s1 | -1.4
COc1ccccc1C(=O)NCCC(=O)NCc1cccs1 | 1.9
COc1ccc(-c2c(-c3cc(OC)cc(OC)c3)sc3ccc(OC)cc23)cc1 | 5.8
COc1ccc(NC(C)=O)cc1S(=O)(=O)N1CCN(Cc2cccs2)CC1 | -1.6
COc1ccc(C(=O)OCC(=O)c2ccc(Br)s2)c(OC)c1 | 2.5
COc1ccc(Br)cc1CN(C)C(=O)Cc1ccc(S(=O)(=O)N2CCOCC2)s1 | -3.0
O=C(CCNS(=O)(=O)c1cccs1)N1CCN(c2cccc(C(F)(F)F)c2)CC1 | 3.4
COc1ccc(CNC(=O)C(=O)NCCC2CCCCN2S(=O)(=O)c2cccs2)cc1 (configuration not stated) | -0.7
Cc1ccc(C(=O)COC(=O)c2ccc(Cl)c(N)c2)s1 | -5.9
CCOCc1c(C(=O)N2CCN(Cc3ccc(Br)s3)CC2)oc2ccccc12 | 7.3
O=C(c1cccc(S(=O)(=O)N2CCOCC2)c1)N(Cc1ccco1)Cc1cccs1 | -1.7
